# Screens as filed in PubChem BioAssay.
# APE1 inh: blocks human APE1 abasic DNA cleavage. hit rate 0.35% among 350,000. P27695. recombinant APE1, TAMRA/BHQ-2 abasic DNA cleavage fluorescence. Potency, µM (doses to about 65.8 µM), for the others: top-dose activity change, negative = inhibition, hits mostly inhibitors;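 note: potency is the fitted concentration of half-maximal effect; plate controls were vehicle for no effect and reference inhibitor for full effect; nearly all actives have a fitted effect of over 55% in size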
#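 Step 1: APE1 (0.75 nM) with compound, 15 min RT. Step 2: add 50 nM fluorophore/quencher THF duplex. Step 3: three fluorescence reads 60 s apart (525/598 nm); read 3 minus read 1 = reaction progress.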
# POLK inh: blocks human DNA polymerase kappa activity; Potency, µM (top dose mostly 107 µM), for the others: at the highest dose activity, negative = inhibition, hits mostly inhibitors; AID 588579; hit rate 0.53% among 400,000; purified Pol kappa, fluorescent DNA synthesis assay, 10 min; note: potency is the fitted concentration of half-maximal effect; % is set by controls: 0 for no effect and ±100 for the full control effect
#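 First, compounds were pin-transferred onto 10 nM Pol kappa. After 15 min at room temperature, substrate was added to 50 nM final. Fluorescence was then measured kinetically at 0 and 10 min.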
# RXFP1 antag: blocks the human relaxin receptor RXFP1; Q9HBX9; activity change, negative = inhibition, % at 57.5 µM; AID 1259400; hit rate 0.59% among 350,000; HEK293-RXFP1, relaxin-stimulated cAMP HTRF, 30 min; stronger effect = lower value;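 active = activity change of -60% or lower, but not beyond a set lower limit; inconclusive = change between -60% and -40%, or beyond the set limit; inactive = change above -40%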; note: % is set by controls: 0 for no effect and ±100 for the full control effect
# Tb PGK inh: blocks T. brucei phosphoglycerate kinase; P07378; PGK/GAPDH coupled, Kinase-Glo luminescence, 60 min; Potency, µM (highest dose often 57.5 µM), for the others: at the highest dose activity change, negative = inhibition, actives largely listed as inhibitors; hit rate 0.043% among 380,000; note: potency is the fitted concentration of half-maximal effect; % is set by controls: 0 for no effect and ±100 for the full control effect; nearly all actives have a fitted effect of over 60% in size
#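 Recombinant glycosomal PGK reaction used 1,3-bisphosphoglycerate generated in-well by GAPDH (100nM final) in 100mM TEA pH 7.6, 5mM MgCl2, 0.01% Tween-20. After 60 minutes at room temperature, ATP was read by Kinase-Glo Plus luminescence end-point.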
# BLM helicase inh: Bloom syndrome helicase (human) inhibition; AID 2528; Potency, µM (series often up to 56.1 µM), inactives show at the top dose activity change, negative = inhibition, most hits filed as inhibitors; hit rate 0.2% among 350,000; P54132; recombinant BLM DNA unwinding, fluorescence dequenching;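 note: potency is the fitted concentration of half-maximal effect; plate controls were vehicle for no effect and no enzyme for full effect; nearly all actives have a fitted effect of over 35% in size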
# Target sequence (P54132 whole entry, looked up): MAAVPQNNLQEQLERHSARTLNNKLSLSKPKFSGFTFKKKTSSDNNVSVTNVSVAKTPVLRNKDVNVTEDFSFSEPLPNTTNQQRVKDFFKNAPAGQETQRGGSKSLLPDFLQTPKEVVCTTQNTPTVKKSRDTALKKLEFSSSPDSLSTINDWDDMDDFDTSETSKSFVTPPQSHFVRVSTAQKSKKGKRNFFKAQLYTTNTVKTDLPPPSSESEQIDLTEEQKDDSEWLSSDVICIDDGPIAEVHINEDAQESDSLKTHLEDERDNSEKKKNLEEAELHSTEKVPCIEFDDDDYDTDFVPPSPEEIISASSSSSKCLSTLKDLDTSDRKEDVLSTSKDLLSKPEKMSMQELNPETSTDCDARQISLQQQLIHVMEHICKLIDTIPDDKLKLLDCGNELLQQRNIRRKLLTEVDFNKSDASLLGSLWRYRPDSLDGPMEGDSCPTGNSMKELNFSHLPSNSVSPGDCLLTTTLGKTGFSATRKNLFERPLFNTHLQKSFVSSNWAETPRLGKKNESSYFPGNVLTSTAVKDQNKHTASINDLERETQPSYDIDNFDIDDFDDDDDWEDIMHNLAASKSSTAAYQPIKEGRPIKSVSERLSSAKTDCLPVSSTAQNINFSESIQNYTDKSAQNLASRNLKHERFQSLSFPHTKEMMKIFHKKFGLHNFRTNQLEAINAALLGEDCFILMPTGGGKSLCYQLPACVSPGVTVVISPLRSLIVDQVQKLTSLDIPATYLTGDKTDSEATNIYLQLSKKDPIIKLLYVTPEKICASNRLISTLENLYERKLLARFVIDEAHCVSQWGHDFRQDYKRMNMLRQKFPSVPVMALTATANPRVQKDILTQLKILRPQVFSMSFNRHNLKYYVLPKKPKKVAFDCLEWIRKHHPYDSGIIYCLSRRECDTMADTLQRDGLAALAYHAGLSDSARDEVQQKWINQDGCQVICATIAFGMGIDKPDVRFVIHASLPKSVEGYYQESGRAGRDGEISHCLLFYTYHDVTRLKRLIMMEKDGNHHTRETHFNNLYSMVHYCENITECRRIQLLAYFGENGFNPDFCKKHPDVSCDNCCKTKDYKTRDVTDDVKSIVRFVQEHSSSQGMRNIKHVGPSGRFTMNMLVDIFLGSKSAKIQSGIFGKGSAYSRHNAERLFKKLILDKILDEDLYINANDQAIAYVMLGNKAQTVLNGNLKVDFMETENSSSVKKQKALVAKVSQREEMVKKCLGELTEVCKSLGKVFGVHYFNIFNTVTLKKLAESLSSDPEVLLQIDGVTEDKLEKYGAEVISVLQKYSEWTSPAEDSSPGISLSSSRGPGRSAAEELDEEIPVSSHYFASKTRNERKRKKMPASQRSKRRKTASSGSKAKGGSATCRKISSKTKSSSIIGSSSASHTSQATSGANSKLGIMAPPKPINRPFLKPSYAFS
# Pol iota inh: DNA polymerase iota (human) inhibition; Q9UNA4; Pol iota fluorescent replication assay, 10 min; Potency, µM (highest dose often 115 µM), without a hit: top-dose activity, negative = inhibition, actives largely listed as inhibitors; hit rate 1% among 390,000; note: potency is the fitted concentration of half-maximal effect
#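 Pol iota at 10 nM preincubated 15 min with compounds at room temperature; reaction started with fluorescent substrate, 50 nM final. Fluorescence read kinetically at 0 and 10 min; buffer-only wells as negative control.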
# Anesthetic bind: candidate novel general anesthetic via apoferritin binding; P02791; apoferritin/1-aminoanthracene competitive binding, fluorescence; Potency, µM (doses to about 77.5 µM), for inactives: at the top dose activity change, negative = displacement, usual class: inhibitors; hit rate 0.074% among 350,000; AID 485281; note: potency is the fitted concentration of half-maximal effect; % is set by controls: 0 for no effect and ±100 for the full control effect; nearly all actives have a fitted effect of over 20% in size
#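 In PBS, apoferritin at 10 uM is loaded with 1-AMA from a 50% saturated solution. After 10 min of compound exposure at ambient temperature, reduced 535 nm fluorescence indicates probe displacement.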
# Pol eta inh: blocks human DNA polymerase eta activity; Q9Y253; recombinant Pol eta, fluorescent DNA replication assay; Potency, µM (series often up to 114 µM), for inactives: at the top dose activity change, negative = inhibition, hits mostly inhibitors; hit rate 1.2% among 390,000; AID 588591; note: potency is the fitted concentration of half-maximal effect; % is set by controls: 0 for no effect and ±100 for the full control effect
#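 Fluorescent replication assay: 50 nM final substrate added after a 15 min room-temperature compound preincubation with 10 nM enzyme. Signal taken at 0 min and again at 10 min.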
# POLB inh: blocks human DNA polymerase beta activity; Pol beta primer extension/strand displacement, fluorescence kinetic; hit rate 1.3% among 340,000; Potency, µM (titrated, usually from 114 µM), for inactives: top-dose activity change, negative = inhibition, hits mostly inhibitors; P06746; note: potency is the fitted concentration of half-maximal effect; % is set by controls: 0 for no effect and ±100 for the full control effect
#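 Enzyme-only controls used 10 nM Pol beta; buffer lacking enzyme served as negative control. Compound preincubated 15 min, then 50 nM substrate added; 0 and 10 min reads at room temperature.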
# Numbers without * were called inactive; i = inactive; ? = inconclusive; . = not tested or not shown; [ ] = dose if it differs, or a comment. Unless noted, calls come from the whole dose curve; as a rule, active = well fitted curve in the direction sought with a large enough effect; inconclusive = small, poorly fitted or top-dose-only effect, or another doubt; inactive = no such curve, though single readings can be large; an effect the other way counts as inactive or inconclusive. Some of the compounds tested; the hit share may differ from the screen's.
APE1 inh	POLK inh	RXFP1 antag	compound	Tb PGK inh	BLM helicase inh	Pol iota inh	Anesthetic bind	Pol eta inh	POLB inh
-7.0%	-19.6%	-16.9	CN(C)c1ccc(C(=O)NNC(=O)c2ccc(Cl)cc2)cc1	-8.2%	-13.1%	?	5.4%	-6.0%	?
-3.2%	-1.1%	-7.7	O=C(c1cc(-c2ccc(Cl)cc2)n(-c2ccc(Cl)cc2)n1)N1CCOCC1	4.7%	-3.4%	-0.6%	?	-22.2%	-11.8%
.	-12.5%	-0.1	CCC(Cn1nnc2ccccc2c1=O)NC(=O)Nc1ccc(C)cc1 (stereo not drawn)	-5.3%	-1.6%	24.6%	?	-7.3%	8.2%
-12.7%	-16.0%	0.7	O=C(NCc1ccccc1F)c1cccc(S(=O)(=O)NCc2ccccc2)c1	-8.4%	-6.5%	13.7%	-18.2%	-7.3%	?
19.8%	2.2%	0.1	CC(OC(=O)c1cccc(-n2cnnn2)c1)C(=O)Nc1ccc(F)cc1Cl (stereo not drawn)	-0.8%	.	47.9%[activator]	.	-19.3%	.
1.0%	-6.8%	0.1	COc1ccc(N(C)S(=O)(=O)c2c(C)[nH]c(=O)[nH]c2=O)c(OC)c1	2.0%	1.0%	89.1µM*	-14.6%	-12.9%	3.5%
.	3.8%	-0.7	O=C(c1cn(-c2ccccc2)nc1-c1cccnc1)N1CCN(S(=O)(=O)c2ccc(Cl)cc2)CC1	7.8%	.	18.3%	.	1.1%	.
-0.7%	-2.9%	-19.6	CCC(C)c1ccc(NC(=O)C2CC2)cc1 (stereo not drawn)	-3.8%	-2.8%	6.8%	-12.5%	-16.1%	3.2%
-3.4%	-4.6%	-8.4	O=C(Cn1nnc(-c2ccc(CN3CCOCC3)cc2)n1)NC1CCCCC1	14.9%	1.2%	12.9%	-15.9%	-2.7%	?
-6.5%	2.1%	-1.5	CCOc1cc(N2CCOCC2)c(OCC)cc1NC(=O)Cn1cnnn1	i	.	-4.5%	.	-5.4%	.
.	-6.2%	-4.5	CCc1cccc(OCC(=O)Nc2ccc(S(=O)(=O)Nc3ncccn3)cc2)c1	.	-1.5%	-3.2%	5.6%	.	10.8%
.	11.5%	.	CC(Sc1nccn1C)C(=O)Nc1ccccc1C#N (stereo not drawn)	-2.4%	-1.0%	3.1%	0.3%	-12.7%	6.9%
-4.9%	-5.6%	-7.1	COc1ccc(NC(=O)Nc2cc(C)cc(C)c2)cn1	-8.5%	-3.4%	5.3%	1.1%	-12.6%	7.1%
-5.9%	-4.2%	-0.7	CC(C)CNC(=S)N1CCC(C(=O)c2ccc(F)cc2)CC1	-6.0%	1.1%	-5.7%	-7.1%	-11.1%	10.7%
6.3%	-1.7%	-3.3	COc1ccc(CCNC(=O)CN(C2CCCCC2)S(C)(=O)=O)cc1	2.0%	-1.5%	5.5%	-0.8%	-13.7%	10.6%
12.6%	-1.6%	8.7	CCCOc1ccc(C(=O)N2CCCC2)cc1OC	-4.0%	-4.0%	12.0%	-0.5%	-15.1%	14.5%
-1.7%	1.5%	7.7	COc1ccc(CN2CCC(C(=O)Nc3ccc(Oc4cccnc4)cc3)CC2)c(C)c1C	-2.9%	-8.6%	-5.6%	-15.6%	8.5%	12.2%
17.9%	-3.4%	12.2	O=C(O)[C@H](Cc1ccccc1)NC(=O)N1CCC(Cc2ccccc2)CC1	-5.8%	-5.0%	3.1%	-7.7%	-23.7%	?
2.8%	-16.9%	-8.0	CC1CCCN(C(=S)NCc2ccccc2)C1 (stereo not drawn)	4.2%	0.1%	1.0%	-20.4%	-6.3%	0.5%
60.0%[activator]	0.0%	-11.9	Oc1ccccc1Nc1nc(-c2ccccc2O)nc2ccccc12	1.0%	-3.7%	6.3%	-4.3%	-0.7%	-15.0%
-3.3%	-7.7%	-10.0	O=C(Nc1ccc(F)cc1)c1ccc(S(=O)(=O)NCC2CCCO2)cc1 (stereo not drawn)	-5.1%	1.6%	10.5%	-10.6%	-7.9%	-12.3%
-35.7%	-1.4%	.	CC(C)(C)OC(=O)N1CCN(C(=O)c2[nH]cnc2C(=O)Nc2ccon2)CC1	1.8%	.	-1.6%	.	-10.3%	.
1.9%	-4.3%	-11.3	O=c1c2ccccc2[nH]c(=S)n1CCc1ccccc1	-9.6%	0.7%	16.0%	-3.4%	-15.7%	-0.8%
34.9%	-16.4%	-3.0	COc1cccc(N2CCN(C(=O)c3ccc4nc[nH]c4c3)CC2)c1	-9.1%	-4.9%	?	?	89.1µM*	29.2%
?	-11.0%	-14.5	O=C(N/N=C/c1c(O)ccc2ccccc12)c1[nH]ncc1Br	1.0%	-12.8%	124.9%[activator]	1.7%	-27.8%	?

# Four of the compounds above, as labelled records:
COc1ccc(CN2CCC(C(=O)Nc3ccc(Oc4cccnc4)cc3)CC2)c(C)c1C
  APE1 inh: -1.7% | POLK inh: 1.5% | RXFP1 antag: 7.7 | Tb PGK inh: -2.9% | BLM helicase inh: -8.6% | Pol iota inh: -5.6% | Anesthetic bind: -15.6% | Pol eta inh: 8.5% | POLB inh: 12.2%
O=C(O)[C@H](Cc1ccccc1)NC(=O)N1CCC(Cc2ccccc2)CC1
  APE1 inh: 17.9% | POLK inh: -3.4% | RXFP1 antag: 12.2 | Tb PGK inh: -5.8% | BLM helicase inh: -5.0% | Pol iota inh: 3.1% | Anesthetic bind: -7.7% | Pol eta inh: -23.7% | POLB inh: ?
CC1CCCN(C(=S)NCc2ccccc2)C1 (stereo not drawn)
  APE1 inh: 2.8% | POLK inh: -16.9% | RXFP1 antag: -8.0 | Tb PGK inh: 4.2% | BLM helicase inh: 0.1% | Pol iota inh: 1.0% | Anesthetic bind: -20.4% | Pol eta inh: -6.3% | POLB inh: 0.5%
Oc1ccccc1Nc1nc(-c2ccccc2O)nc2ccccc12
  APE1 inh: 60.0%[activator] | POLK inh: 0.0% | RXFP1 antag: -11.9 | Tb PGK inh: 1.0% | BLM helicase inh: -3.7% | Pol iota inh: 6.3% | Anesthetic bind: -4.3% | Pol eta inh: -0.7% | POLB inh: -15.0%

# New compounds follow
APE1 inh	POLK inh	RXFP1 antag	compound	Tb PGK inh	BLM helicase inh	Pol iota inh	Anesthetic bind	Pol eta inh	POLB inh
16.6%	0.1%	1.6	CCOc1cc(C(C#N)N2CCCCC2)ccc1OC (stereo not drawn)	i	-2.1%	7.3%	-10.5%	-13.2%	29.9%
5.8%	-4.5%	5.8	Cn1c(=O)c2c(nc(CN3CCN(C(=O)c4ccco4)CC3)n2CCCO)n(C)c1=O	7.4%	1.5%	-23.9%	-3.3%	-9.5%	68.4%
10.3%	1.1%	20.8	CCN(CC)S(=O)(=O)c1ccc(NC(=O)CCNC(=O)c2ccccc2)cc1	-9.3%	-1.2%	-6.3%	-0.6%	-3.9%	1.2%
.	-2.8%[60.1 µM]	-6.6	COc1ccc(CN2CCCN(CC(=O)Nc3ccc4c(c3)OCCO4)S2(=O)=O)cc1	-6.0%	-2.6%	15.5%	7.1%	-24.9%	?
17.0%	-20.2%	-22.8	NNc1nc2c(Cl)ccc(Cl)c2s1	?	-9.9%	?	?	-3.1%	?
.	-6.4%	-14.6	COc1ccc(CN(Cc2ccco2)c2cnc(S(C)(=O)=O)nc2C(=O)Nc2ccc(F)cc2)cc1	i	-11.3%	55.4%[activator]	0.2%	-16.7%	13.6%
-9.3%	15.7%	-0.8	Cc1ccc(C(=O)NCC(=O)N2CCCCCCC2)cc1C	-7.2%	.	-20.0%	.	-11.7%	.
.	9.0%	.	COc1cc2nc(NCc3ccc(C)cc3)n3nc(-c4ccccc4)nc3c2cc1OC	-1.5%	-7.5%	-23.2%	-1.5%	0.7%	20.2%
3.8%	4.2%	-24.0	COc1ccc(CCNC(=O)CSc2nnc(-c3ccccc3)c3ccccc23)cc1OC	i	-7.6%	-13.7%	-17.8%	-16.4%	2.5%
1.2%	-4.7%	-26.4	Cc1c(C(=O)OC(C)C)[nH]c2c1C(=O)CC(C)(C)C2	5.0%	2.2%	-2.4%	0.1%	-6.0%	-13.2%
-2.9%	-8.2%	-4.9	O=C(NCCN1CCN(Cc2ccc([N+](=O)[O-])cc2)CC1)C(=O)Nc1ccccc1	-6.4%	-2.6%	-4.9%	6.0%	-9.4%	2.9%
10.2%	-10.7%	3.5	COc1ccc(OCC(=O)N2CCN(C(=O)c3cccs3)CC2)cc1	-5.4%	-13.9%	17.0%	8.0%	7.2%	24.6%
13.5%	-9.5%	2.6	N#Cc1ccc(Cn2c(=O)c(C#N)c3n(c2=O)CCC3)cc1	-6.7%	-9.2%	-11.7%	-11.3%	-13.2%	-4.1%
51.5%[activator]	-13.8%	4.4	COC(=O)C1CCCCN1C(=O)c1ccc2oc(Cc3ccccc3)nc2c1 (stereo not drawn)	9.9%	1.5%	41.0%[activator]	?	-9.8%	7.4%
-0.9%	1.8%	-16.0	COc1cccc(OC)c1NC(=O)c1nc2c(nnn2Cc2ccccc2Cl)c(=O)[nH]1	-4.7%	-1.1%	159.9%[activator]	-19.8%	-6.1%	-11.5%
-0.4%	-4.3%	.	CCC(C)c1ccc(OCCn2ccnc2)cc1 (stereo not drawn)	-0.1%	-2.5%	20.9%	-18.8%	-13.1%	18.9%
-5.3%	-6.4%	-9.5	Cc1c(Cl)cccc1NC(=O)CSC(C)c1nc2ccccc2c(=O)[nH]1 (stereo not drawn)	-7.7%	1.7%	-15.4%	0.6%	-16.2%	11.0%
.	-18.5%	.	COc1ccc(CNC(=O)CN(C)c2nn3c(=O)cc(C)nc3s2)cc1	i	-4.9%	-11.0%	-3.7%	2.2%	0.8%
-7.1%	5.6%	-6.7	COC(=O)c1ccc(Cn2cnc3c(cnn3-c3ccc(F)cc3)c2=O)o1	-1.8%	1.6%	?	-14.2%	-9.2%	18.6%
.	-5.5%	.	CCOC(=O)c1ccc(NC(=O)CC2C(=O)N(c3cccc(C)c3)C(=O)N2CCOC)cc1 (stereo not drawn)	i	0.7%	-20.4%	9.3%	-3.5%	36.2%
0.8%	-4.8%	2.2	COc1ccc(OC)c(NC(=O)CCc2nnc3ccc(NCc4ccco4)nn23)c1	i	-14.9%	22.2%	-6.2%	2.6%	?
